Screening results (PubChem)
KLK7 zymogen act = proKLK7 (human) activation, primary screen; AID 652039; hit rate 0.9% among 370,000; activation, % at 7 µM; purified proKLK7, EDANS-DABCYL substrate fluorescence; 100% is mature enzyme control, 0% vehicle;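 active = activation above the mean of all tested compounds plus 3 SD, computed per campaign excluding outliers beyond control limits, cut at about 13% in these data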
Target sequence (P49862 whole entry, looked up): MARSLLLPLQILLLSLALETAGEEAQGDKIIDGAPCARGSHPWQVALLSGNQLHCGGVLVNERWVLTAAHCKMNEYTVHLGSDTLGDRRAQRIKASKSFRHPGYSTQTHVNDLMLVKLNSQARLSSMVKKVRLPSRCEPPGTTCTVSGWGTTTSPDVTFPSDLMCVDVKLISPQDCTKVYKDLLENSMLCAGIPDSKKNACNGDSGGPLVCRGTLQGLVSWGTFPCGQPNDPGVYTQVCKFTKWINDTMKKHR
PLCg1 inh = blocks human PLC-gamma1 enzyme activity. hit rate 0.84% among 370,000. purified PLC-gamma1, fluorogenic substrate, fluorescence. inhibition, % at 12.2 µM; in the data active = inhibition above about 9.5%
ARFGAP1 inhibitor = inhibits rat ARF GTPase activating protein 1 | Q62848 | Arfgap1-stimulated ARF1 GTP hydrolysis, GDP FP detection | inhibition, % at 16.5 µM | hit rate 0.26% among 360,000 | AID 651572;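 active = inhibition above a per-plate limit, mean inhibition of low control wells plus 3 SD, cut at about 25% in these data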;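 note: 0% = DMSO wells with enzyme and 100% = wells lacking Arfgap1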
Target sequence (Q62848 1-136 limits assumed): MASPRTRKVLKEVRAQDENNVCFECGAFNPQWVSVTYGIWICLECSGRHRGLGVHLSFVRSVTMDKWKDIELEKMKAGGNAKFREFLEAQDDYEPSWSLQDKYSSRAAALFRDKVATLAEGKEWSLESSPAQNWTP
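Repeats: one replicate per compound; assay system: rat Arfgap1 catalytic domain, aa 1-136; times: enzyme reaction 120 min at 25 °C after 20 min preincubation; detection: FP of antibody-bound GDP Alexa 633 tracer, ex 620/em 688 nm; benchmarks: high control wells lacking Arfgap1, low control full reaction with DMSO; reagent: human ARF1(Δ1-17)-GTP substrate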
NR1D1 modulator = modulates human Rev-erb alpha binding to DNA; activity, % at 10 µM; P20393; Rev-erbα–FITC-DNA binding, fluorescence polarization, 90 min; hit rate 0.79% among 370,000;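 active = activity above about 14%, limit read from the data; passing the limit was not always enough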;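 note: 0% = DMSO wells with 35 nM protein and 100% = DMSO wells with 750 nM protein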
Target sequence (P20393 whole entry, looked up): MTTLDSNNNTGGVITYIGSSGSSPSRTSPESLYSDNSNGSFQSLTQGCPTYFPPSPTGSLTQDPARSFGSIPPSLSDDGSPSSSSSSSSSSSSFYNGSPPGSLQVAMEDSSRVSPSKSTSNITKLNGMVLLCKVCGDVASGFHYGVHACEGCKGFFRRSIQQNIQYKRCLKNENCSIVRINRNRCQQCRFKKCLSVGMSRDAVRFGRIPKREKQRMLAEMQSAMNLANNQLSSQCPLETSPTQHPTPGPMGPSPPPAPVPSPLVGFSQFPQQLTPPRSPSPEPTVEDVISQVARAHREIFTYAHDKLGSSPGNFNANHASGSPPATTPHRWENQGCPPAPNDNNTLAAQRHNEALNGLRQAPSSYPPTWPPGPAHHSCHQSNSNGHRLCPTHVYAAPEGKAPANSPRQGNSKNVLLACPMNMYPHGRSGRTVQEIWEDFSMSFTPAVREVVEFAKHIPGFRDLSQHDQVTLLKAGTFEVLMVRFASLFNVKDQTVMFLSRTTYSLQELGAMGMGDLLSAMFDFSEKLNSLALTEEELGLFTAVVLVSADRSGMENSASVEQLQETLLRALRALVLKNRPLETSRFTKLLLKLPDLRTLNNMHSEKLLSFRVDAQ
DDE Tn7 FP inh = disrupts Tn7 cyclic peptide binding to fibrin D-Dimer-E complex; FP displacement of FITC-Tn7 peptide from fibrin DD(E); 0% = median of compound wells per plate; hit rate 0.13% among 370,000; inhibition, % at 8.3 µM; P02675;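 active = inhibition above the mean of compounds falling within the control limits plus 3 SD of them, cut at about 14% in these data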;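 note: 0% = plate median of compound wells and 100% = 10 µM Aha-Tn7 peptide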
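Assay system: Fibrin-DD(E) protein isolated from polymerized human fibrin clots; read-out basis: percent inhibition; medium: Tris/NaCl/CaCl2 buffer, pH 7.8; signal: FP measurement; incubation: 10 min plus 3 h, room temperature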
sPLA2-III inh = Blocks human group III sPLA2 activity; Q9NZ20; QFRET BODIPY PC-A2 liposome hydrolysis, fluorescence; inhibition, % at 12.2 µM; hit rate 0.56% among 370,000; AID 743126;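 active = inhibition above mean plus 3 SD of compounds lying within the high and low control bounds, cut at about 19% in these data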;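 note: 0% = median of test compound wells and 100% = no enzyme DMSO wells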
ASAP1 GAP inh = ASAP1 ArfGAP inhibition | hit rate 0.19% among 360,000 | inhibition, % at 16.5 µM | AID 624377 | ASAP1-stimulated ARF1 GTP hydrolysis, GDP FP detection | Q9ULH1; in the data active = inhibition above about 25%;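 note: 0% = vehicle with enzyme and substrate and 100% = no enzyme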
UHRF1 MBD2 ctr = UHRF1 methyl-DNA binding inhibition. UHRF1 binding to methylated oligo, TR-FRET. inhibition, % at 4.4 µM. hit rate 0.75% among 370,000. AID 687016; in the data active = inhibition above about 21%;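 note: UHRF1 SRA domain binding a hemimethylated CpG hairpin DNA probe; 0% = median of test compound wells and 100% = reference inhibitor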
PLC-beta3 inh = inhibitors of human phospholipase C beta3 | Purified PLC-beta3, fluorogenic substrate, fluorescence | AID 720704 | hit rate 0.18% among 370,000 | inhibition, % at 12.2 µM | Q01970; in the data active = inhibition above about 11%;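 note: 0% = median of compound wells on plate and 100% = full blocker control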
Tn6 DDE FP = DD(E)-Tn6 binding inhibition, primary FP screen; hit rate 0.21% among 370,000; inhibition, % at 8.3 µM; AID 720509; Fibrin DD(E) TRITC-Tn6 fluorescence polarization displacement; P02675;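 active = inhibition above a per-campaign cutoff: mean of compounds within control limits plus 3 SD, cut at about 15% in these data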;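 note: 0% = median of all compound wells on the plate and 100% = blocking peptide control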
An asterisk follows results filed as active; nt = no result given.

KLK7 zymogen act | PLCg1 inh | ARFGAP1 inhibitor | NR1D1 modulator | DDE Tn7 FP inh | sPLA2-III inh | ASAP1 GAP inh | UHRF1 MBD2 ctr | PLC-beta3 inh | Structure | Tn6 DDE FP
-0.8 | -4 | 0 | 6 | -3 | -6 | -13 | -3 | -7 | Cc1oc(-c2ccccc2F)nc1CS(=O)CC(=O)NCc1ccccc1 (centres undefined) | 12
-0.1 | 5 | -9 | 5 | 2 | 4 | -14 | -1 | 6 | CCCC(C)(C)C(=O)N1CCC1(C)C(=O)Nc1cccc2ccccc12 (centres undefined) | 1
0.0 | -1 | -6 | 0 | -6 | 4 | 9 | -1 | -6 | COc1cc2c(cc1N/C=C(\C#N)c1nc(-c3ccc(F)cc3)cs1)oc1ccccc12 | -1
0.3 | 10.0* | -2 | -8 | -2 | 1 | -8 | 7 | -2 | COc1ccc(S(=O)(=O)NCCCN2CCCC2=O)cc1OC | -1
-0.1 | -4 | 9 | 4 | -4 | 3 | -9 | 0 | 0 | Cc1nnc(SCC(=O)Nc2ccc(Cl)cn2)[nH]c1=O | 3
-0.2 | 0 | 7 | -1 | 6 | 8 | 5 | 3 | -1 | CCc1ccc(/C=C2\SC(=S)N(CCCC(=O)Nc3ccccn3)C2=O)cc1 | -3
0.2 | 1 | -5 | 8 | -9 | 14 | 10 | 2 | -1 | O=C(Nc1nc(-c2ccc(F)c(F)c2)cs1)c1cc([N+](=O)[O-])ccc1N1CCOCC1 | 0
0.8 | 5 | -9 | 9 | -7 | -7 | -7 | -3 | 3 | CCOC(=O)c1cc(-c2ccccc2)n(CC2CC(c3ccc(OC)cc3)=NO2)n1 (centres undefined) | -13
-0.8 | -26 | 0 | 4 | 6 | 9 | 11 | -11 | -49 | O=C1CCCC2=C1Sc1ccc(Cl)cc1N2 | -3
-7.8 | -119 | -7 | -4 | 4 | -4 | 11 | 2 | -143 | COc1cc2ccccc2cc1C(=O)OCC(=O)c1c(N)n(C)c(=O)n(C)c1=O | -3
-0.9 | 1 | 6 | 20 | 2 | -3 | -6 | 2 | 0 | CCSc1nc2sc3c(c2c(=O)[nH]1)CCc1ccccc1-3 | 5
-0.3 | -4 | -13 | -1 | 5 | 1 | -12 | 1 | -6 | O=C1CC(c2ccco2)Cc2nc(NCC3CCCO3)ncc21 (centres undefined) | 2
-0.1 | 1 | 6 | 2 | -4 | 1 | 5 | 0 | 0 | COc1cc(N)cc(NC(=O)c2ccncc2)c1 | 6
-0.1 | -6 | 5 | 0 | -3 | -10 | 6 | -1 | -5 | Cc1ccc(S(=O)(=O)N(CC(=O)N/N=C/c2ccco2)Cc2ccccc2)cc1 | -7
0.7 | 0 | -4 | 1 | 8 | -4 | 0 | -2 | 2 | COc1ccccc1CNC(=O)CCC(=O)n1ncc2cc(C)ccc21 | 10
-0.2 | -1 | -1 | 1 | 1 | 6 | 11 | -1 | 1 | CC(C)c1ccc(C(=O)N(c2ccccn2)C(C)c2ccco2)cc1 (centres undefined) | 0
0.4 | -1 | 12 | 4 | 3 | 3 | -6 | 0 | 2 | CC12CC3(C)CC(C)(C1)CC(C(=O)Nc1nn[nH]n1)(C2)C3 | -2
0.0 | -1 | -5 | -1 | -3 | 12 | -9 | 2 | -9 | Cc1ccc(S(=O)(=O)N2CCN(C(=O)C3CC(=O)N(c4ccc5c(c4)OCCO5)C3)CC2)cc1 (centres undefined) | -4
-0.1 | -2 | -8 | -8 | -6 | 4 | 11 | -2 | 1 | O=S(=O)(c1ccc(C(F)(F)F)cc1)N1CCCc2nc(-c3ccccc3)ccc21 | -4
0.2 | -4 | 1 | 2 | 1 | 2 | -1 | 1 | -4 | O=C1CC(=O)CC(c2ccccc2)C1 | -6

3 entries from above, sorted by molecular weight, low to high:
KLK7 zymogen act | PLCg1 inh | ARFGAP1 inhibitor | NR1D1 modulator | DDE Tn7 FP inh | sPLA2-III inh | ASAP1 GAP inh | UHRF1 MBD2 ctr | PLC-beta3 inh | Structure | Tn6 DDE FP
-0.9 | 1 | 6 | 20 | 2 | -3 | -6 | 2 | 0 | CCSc1nc2sc3c(c2c(=O)[nH]1)CCc1ccccc1-3 | 5
0.7 | 0 | -4 | 1 | 8 | -4 | 0 | -2 | 2 | COc1ccccc1CNC(=O)CCC(=O)n1ncc2cc(C)ccc21 | 10
-0.2 | 0 | 7 | -1 | 6 | 8 | 5 | 3 | -1 | CCc1ccc(/C=C2\SC(=S)N(CCCC(=O)Nc3ccccn3)C2=O)cc1 | -3

Remaining list, next part
KLK7 zymogen act | PLCg1 inh | ARFGAP1 inhibitor | NR1D1 modulator | DDE Tn7 FP inh | sPLA2-III inh | ASAP1 GAP inh | UHRF1 MBD2 ctr | PLC-beta3 inh | Structure | Tn6 DDE FP
-0.6 | -1 | 2 | -2 | -4 | -1 | 0 | -1 | -1 | Cc1ccc(-c2nn(CC(N)=O)c(=O)c3ccccc23)cc1S(=O)(=O)N(C)C | 0
0.9 | -3 | 1 | -2 | 5 | 1 | 14 | 2 | -3 | Cc1cccc[n+]1CC(=O)c1ccc([N+](=O)[O-])cc1 | 0
-0.9 | 3 | -11 | -1 | 1 | -5 | -15 | 0 | 1 | O=C(NCC1CCCN(C(=O)c2cscn2)C1)c1ccc(-c2ccccc2)cc1 (centres undefined) | -7
-0.1 | 2 | 0 | -4 | -4 | 6 | 11 | -1 | -3 | O=C(CSc1ccc2nnc(-c3ccccn3)n2n1)N1CCN(c2ccccc2)CC1 | 6
0.4 | 3 | 0 | 4 | -4 | -2 | 0 | 1 | -5 | CCOc1cc(/C=C2\N=C(C)OC2=O)cc(Cl)c1OCC(=O)OC | -1
0.7 | 2 | -6 | 7 | 1 | -10 | 5 | -1 | 0 | O=C(c1cccc(S(=O)(=O)N2CCCC2)c1)N1CCN(Cc2ccccc2)CC1 | 7
-0.4 | 2 | 8 | -3 | 0 | 15 | 3 | 7 | 0 | O=C(CN1C(=O)c2ccccc2C1=O)Nc1ccc(-c2nc3ccccc3o2)cc1 | -1
0.4 | -1 | -8 | 0 | -10 | 0 | -5 | 1 | -3 | Cc1nn(C)c(C)c1CN(C)C(=O)C1CCC(=O)N(C2CCCCCC2)C1 (centres undefined) | -2
-0.8 | 2 | -10 | 13 | 9 | 1 | -2 | 1 | 0 | CC(C)(C)NC(=O)COC(=O)c1ccc(F)cc1Cl | 5
-0.6 | 1 | 8 | -2 | -9 | -9 | -3 | -1 | 3 | CC1(C)CC(=O)C2=C(C1)N(C1CCCCC1)C(=O)C2(O)C(F)(F)F (centres undefined) | -6
0.0 | -2 | 0 | -2 | 3 | -6 | 4 | -1 | -2 | COc1ccc(N(CC(=O)NCc2ccccc2)S(=O)(=O)c2c(C)n[nH]c2C)cc1 | 1
-0.1 | 3 | -2 | 0 | 3 | 1 | 14 | -3 | 8 | COc1ccc(-c2[nH]ncc2CN(C)CCc2c(C)n[nH]c2C)c(F)c1 | 3
-0.3 | -2 | -9 | -6 | -4 | -2 | -5 | -2 | -1 | CCCc1nc(SCC(N)=O)[nH]c(=O)c1CC | 6
0.3 | -1 | 3 | -2 | 10 | 7 | -9 | -9 | 4 | Cc1ccc(Cl)c2c1NC(=O)C2=O | 6
0.3 | 1 | nt | 2 | 3 | 2 | nt | 2 | 2 | COC(=O)[C@]12C[C@H](CC(=O)N3CCCC3)C(=O)N(Cc3ccccc3)C1=C[C@H](COCc1ccccc1)O[C@@H]2C | -6
0.3 | 0 | -9 | -5 | -1 | -5 | 11 | -4 | 0 | CC(=O)c1cccc(S(=O)(=O)N2CCCC(c3nc(-c4ccc(C)o4)no3)C2)c1 (centres undefined) | 6
-1.1 | -1 | -11 | -3 | -4 | -2 | 12 | -3 | 0 | COc1ccc(S(=O)(=O)N2CCOC2CNC(=O)C(=O)NCc2ccccn2)cc1C (centres undefined) | -8
-0.6 | 2 | -1 | 3 | -1 | 2 | 21 | 4 | 0 | COc1ccc(NC(=O)CCN2C(=O)c3ccccc3S2(=O)=O)cc1 | 3
-0.5 | -9 | -8 | 9 | -4 | 6 | -2 | 10 | -12 | CCOc1cccc2cc(C(=O)Nc3cc(C)on3)c(=O)oc12 | 0
0.1 | 1 | 2 | -3 | -4 | -26 | 1 | 0 | -7 | CSc1cccc(NS(=O)(=O)c2ccc(-c3coc(C)n3)cc2)c1 | 2
-0.3 | 6 | 0 | 0 | -7 | 1 | 0 | 2 | 1 | COc1ccc(OC)c(CN2CCN(CCc3ccccc3)C(CCO)C2)c1 (centres undefined) | 1
-0.4 | 7 | 1 | 0 | -2 | 4 | -2 | 2 | 1 | COc1ccc(OCC(=O)N/N=C2\CCc3ccccc32)cc1 | 4
-0.4 | 1 | 2 | -3 | 3 | -2 | 14 | 1 | -1 | Cc1cccc(CNc2ncc(-c3cccc([N+](=O)[O-])c3)n2C)c1 | -1
2.5 | 1 | -2 | 2 | 6 | 7 | 6 | -2 | -3 | CCCCNC(=O)c1sc(=S)n2c1[nH]c(=O)c1ccccc12 | -4
-0.2 | 3 | -6 | -4 | 5 | -12 | -8 | -2 | 2 | Cc1ccc(-c2noc(CN(C(=O)Cc3ccccc3)C(C)C)n2)cc1 | 6
-0.5 | -3 | 6 | 0 | 3 | 0 | 0 | 0 | -4 | O=C(CN1CCN(c2ccc(Cl)cc2)CC1)Nc1ccc(F)cc1 | 4
-0.5 | 1 | nt | 0 | 8 | 15 | nt | 1 | 2 | CCC(=O)N1CCC(C(=O)NC2CCCc3ccccc32)CC1 (centres undefined) | 2
-12 | -131 | -5 | 4 | 1 | -10 | 1 | -1 | -165 | COc1cccc(C=Nc2ccccc2C(=O)Nc2ccccc2)c1O | -1
0.2 | -1 | 19 | -1 | -4 | 1 | 2 | 2 | 0 | CCSc1nnc(NC(=O)c2cccnc2)s1 | 4
0.0 | 0 | 5 | -1 | -7 | 1 | 2 | -1 | -7 | CN1CCC(N(C)C(=O)/C(C#N)=C/c2ccc(OC(F)F)cc2)CC1 | 2
-0.2 | 8 | -4 | -1 | -1 | -1 | -4 | -2 | 2 | Cc1ccc(/C(O)=C2\C(=O)C(=O)N(CCN(C)C)C2c2ccccc2F)cc1 (centres undefined) | -2
0.0 | 0 | 3 | -3 | -8 | -8 | 7 | -2 | -6 | COc1ccc(NC(=O)CSc2cc(C)ccc2C)cn1 | -13
0.5 | -2 | -7 | 0 | -1 | 1 | 2 | -1 | -7 | CC(C)Cc1nnc(NC(=O)CCC(=O)N2CCN(c3ccc(F)cc3)CC2)s1 | -1
0.9 | -4 | nt | -2 | 3 | -2 | nt | -2 | -2 | C[C@@H]1Cc2cc(O)c(O)c(O)c2C(=O)O1 | -4
-0.4 | 2 | -2 | 2 | 8 | 4 | -2 | 2 | -1 | CCN(CC)C(=O)C1=C(C)N(Cc2ccc(OC)cc2)C(=O)C(CC(=O)NCCCCc2ccccc2)C1 (centres undefined) | 1
0.4 | 2 | 2 | -4 | -3 | 4 | 4 | -2 | 4 | C=CC[C@@H](CC(=O)OC(C)(C)C)C(=O)OC[C@H]1CCCN1C(=O)[C@@H](CC=C)CC(=O)NCCO | -2

Outcome played no part in choosing rows; any-hit rate near 4.5%.
